OX1R antag-1: blocks the human orexin 1 receptor; inhibition, % at 6.6 µM; OX1R-expressing cells, FRET antagonist read-out; 330,000 compounds, 1.8% hits; AID 485270; O43613; in the data active means inhibition mostly above about 38%, no sharp cut-off; inactive means mostly below about 40%;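 further: 0% = agonist challenge alone and 100% = reference antagonist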
Target sequence (O43613 whole entry, looked up): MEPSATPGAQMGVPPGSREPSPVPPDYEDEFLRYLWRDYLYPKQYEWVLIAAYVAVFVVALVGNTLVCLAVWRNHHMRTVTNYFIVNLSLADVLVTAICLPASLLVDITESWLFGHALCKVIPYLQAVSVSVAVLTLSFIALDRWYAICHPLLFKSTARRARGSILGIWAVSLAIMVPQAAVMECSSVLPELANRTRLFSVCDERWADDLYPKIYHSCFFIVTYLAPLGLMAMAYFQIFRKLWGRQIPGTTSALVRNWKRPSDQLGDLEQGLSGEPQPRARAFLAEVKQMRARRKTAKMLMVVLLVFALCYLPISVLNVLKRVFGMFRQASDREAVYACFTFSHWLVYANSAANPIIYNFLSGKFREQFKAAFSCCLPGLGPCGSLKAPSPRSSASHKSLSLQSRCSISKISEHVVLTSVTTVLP
OX1R antag-2: antagonists of human orexin 1 receptor. AID 434989. inhibition, % at 5 µM. O43613. 330,000 compounds, 0.43% hits. CHO/OX1R cells, Fluo-8 calcium fluorescence, orexin A;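 active means inhibition above its plate's threshold, mean inhibition of all tested compounds on the plate plus 3 SD, cut at about 37% in these data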;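 further: 0% = orexin A challenge wells and 100% = SB-334867-A antagonist wells; not every result past the cut was called active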
* = called active by the depositor. Rows are unselected. About 2.1% of those tested had a hit in this group.

Values run as follows: OX1R antag-2	OX1R antag-1
1: CC(=O)N1c2ccc(S(=O)(=O)N3CCC(C(=O)N4CCN(c5ccc(Cl)cc5)CC4)CC3)cc2CC1C (configuration not stated)
    -2	15
2: CCc1nnc(NC(=O)CSc2nncc(=O)n2N)s1
    9	0
3: CCNC(=O)/C(=C/c1ccco1)NC(=O)/C=C/c1ccccc1
    -11	16
4: NS(=O)(=O)c1ccc(CNC(=O)/C=C/c2ccccc2[N+](=O)[O-])cc1
    -9	13
5: COc1cccc(C2=NOC(C(=O)N3CCOCC3)C2)c1 (configuration not stated)
    -7	0
6: O=C(CCC(=O)Nc1ccc(F)cc1)N/N=C/c1cccc(Br)c1
    -24	6
7: C=CCn1c(O)c(N=NC(=S)Nc2ccccc2C)c2cc(S(=O)(=O)N3CCOCC3)ccc21
    -20	0
8: CC(=O)Oc1cc(OC(C)=O)c2c(C)cc(=O)oc2c1
    -2	35
9: Cc1ccc(F)cc1NC(=O)Nc1cc(C(C)(C)C)nn1C
    -7	7
10: O=C(NCc1ccccn1)Nc1ccc(Cl)cc1Cl
    -18	11
11: CC(=O)COc1cc(C)cc2oc(=O)c(C)c(C)c12
    -4	36
12: COc1ccc2c(c1)CCc1c(C(=O)N(C)c3ccccc3)noc1-2
    -24	16
13: CC1CCN(S(=O)(=O)c2cccc(C(=O)N(C)C3(C)CCS(=O)(=O)C3)c2)CC1 (configuration not stated)
    -7	6
14: COc1cc(C2c3[nH]c4ccccc4c3C[C@H]3C(=O)N(CCO)CC(=O)N23)cc(OC)c1OC (some centres not stated)
    -10	9
15: CC(OC(=O)c1ccc2c(=O)n3c(nc2c1)CCCCC3)C(=O)Nc1ncc(Cl)cc1Cl (configuration not stated)
    -17	10
16: COCCSc1ccccc1C(=O)N1CCN(c2ccccc2)CC1
    -8	29
17: Cc1cccc(C(=O)N[C@H](C(=O)Nc2nc3ccccc3[nH]2)C(C)C)c1
    -20	5
18: COc1ccc(CCC(=O)Nc2ccc(C)c(S(=O)(=O)N(C)C)c2)cc1OC
    -8	18
19: Brc1ccc(-c2csc(N3CCCCCC3)n2)cc1
    -20	4
20: CC1(C)CC(N(Cc2cccs2)C(=O)c2ccco2)CCO1 (configuration not stated)
    -26	-3

One compound at a time (already shown). Order of screens: OX1R antag-2 | OX1R antag-1
Profile of COCCSc1ccccc1C(=O)N1CCN(c2ccccc2)CC1 : -8 | 29
Profile of CC(=O)COc1cc(C)cc2oc(=O)c(C)c(C)c12 : -4 | 36
Profile of COc1cccc(C2=NOC(C(=O)N3CCOCC3)C2)c1 (configuration not stated) : -7 | 0
Profile of CCc1nnc(NC(=O)CSc2nncc(=O)n2N)s1 : 9 | 0
Profile of COc1cc(C2c3[nH]c4ccccc4c3C[C@H]3C(=O)N(CCO)CC(=O)N23)cc(OC)c1OC (some centres not stated) : -10 | 9

Next section.
Values run as follows: OX1R antag-2	OX1R antag-1
21: Nc1nnc(SCc2ccccc2)n1-c1ccccc1
    -12	12
22: Cc1ccc(OCc2cc(C(=O)N(C)CCc3ccccn3)no2)cn1
    1	20
23: NC1=C(O)C(=O)C(c2ccccc2)O1 (configuration not stated)
    -3	11
24: CCOc1ccccc1NC(=O)c1ccc(S(=O)(=O)N(C)c2ccccc2)cc1
    0	6
25: CNCc1cc(Br)c(OCC(=O)Nc2ccccc2OC)c(OC)c1
    -26	15
26: CSc1nnnn1-c1ccc(C(=O)OCC(=O)N2CCOCC2)cc1
    5	15
27: Cc1cc2[nH]c(=O)c3ccccc3n2n1
    -2	13
28: Cc1ccc(S(=O)(=O)CCC(=O)Nc2nnc(-c3ccco3)o2)cc1
    -13	0
29: N=C(c1ccc([N+](=O)[O-])cc1)N1CCCCC1
    10	34
30: CCOC(=O)c1c(C)sc(Sc2ccc(Cl)cc2[N+](=O)[O-])c1OC
    -30	19
31: Cc1ccn2cc(CCNS(=O)(=O)c3ccc(F)c(C(F)(F)F)c3)nc2c1
    -25	3
32: COC(=O)C(NC(=O)c1ccc(Cl)cc1)(Nc1nc(C)cs1)C(F)(F)F (configuration not stated)
    -8	1
33: CCOc1cccc(NC(=O)c2ccc(S(=O)(=O)N(C)C)cc2)c1
    -9	12
34: Cc1cc(Cn2nc(-c3ccccc3)cc2C(=O)NCc2cccc(Br)c2)on1
    -29	43
35: Cc1ccc(C(=O)Nc2cccc3ncccc23)cc1[N+](=O)[O-]
    5	10
36: Cc1oc(S(=O)(=O)N2CCOCC2)cc1C(=O)Nc1ccc(Cl)cc1
    -6	16
37: Cc1cccc(NC(=O)C2=C(O)c3ccccc3N(C)S2(=O)=O)c1
    -8	11
38: CC[C@@H]1C(c2ccc(F)cc2)=NN(c2ccccc2)[C@H]1C(=O)N1CCOC1=O
    -6	14
39: COc1ccc2c(c1)CN(C)S(=O)(=O)c1ccccc1-2
    -9	2
40: NS(=O)(=O)c1ccc(NC(=O)COC(=O)C2CCCCC2)cc1
    12	8

4 of the compounds above, as labelled records.
35. Cc1ccc(C(=O)Nc2cccc3ncccc23)cc1[N+](=O)[O-]
  OX1R antag-2: 5
  OX1R antag-1: 10

36. Cc1oc(S(=O)(=O)N2CCOCC2)cc1C(=O)Nc1ccc(Cl)cc1
  OX1R antag-2: -6
  OX1R antag-1: 16

37. Cc1cccc(NC(=O)C2=C(O)c3ccccc3N(C)S2(=O)=O)c1
  OX1R antag-2: -8
  OX1R antag-1: 11

38. CC[C@@H]1C(c2ccc(F)cc2)=NN(c2ccccc2)[C@H]1C(=O)N1CCOC1=O
  OX1R antag-2: -6
  OX1R antag-1: 14

Next part:
Values run as follows: OX1R antag-2	OX1R antag-1
41: O=c1[nH]cnc2cc(Cl)ccc12
    -6	17
42: COc1ccc(CCNC(=O)CSc2nnc3ccccn23)cc1
    -7	13
43: COc1ccc2[nH]c3c(c2c1)CCN1C(=O)C(CC(=O)NC(C)(C)C)C[C@H](C(=O)N2CCCCC2)[C@@]31CCc1ccccc1 (some centres not stated)
    -18	7
44: CCOc1ccc(S(=O)(=O)NCCC(=O)OCC(=O)Nc2cc(C)on2)cc1
    -12	23
45: c1ccc(NCc2cccc3ccccc23)nc1
    -18	20
46: O=C(Nc1nnc(SCc2ccc(F)cc2)s1)c1cnccn1
    3	-2
47: Cc1ccc(C)c(NC(=O)COC(=O)CCC(=O)c2cccs2)c1
    3	12
48: CCCn1cc(SCC(=O)NCc2ccco2)c2ccccc21
    -10	16
49: C/C(CC(=O)Nc1ccc(Cl)cc1Cl)=N\NC(=O)c1cnccn1
    -25	3
50: CCOc1ccc(NC(=O)COC(=O)c2ccc(S(=O)(=O)N3CCOCC3)cc2)cc1
    8	4
51: Cc1ccc(N2CC(C(=O)N3CCN(C(=O)c4ccco4)CC3)CC2=O)cc1 (configuration not stated)
    -26	19
52: Cc1cccc(N2CCN(C(c3cccs3)c3nnnn3C(C)(C)C)CC2)c1C (configuration not stated)
    -4	21
53: Cc1ccc(NS(=O)(=O)c2cccc(C(=O)N/N=C/c3ccc4c(c3)OCCO4)c2)c(C)c1
    -24	11
54: Oc1ccc(Cl)cc1C(C#Cc1ccccc1)N1CCOCC1 (configuration not stated)
    -22	22
55: CCCCOc1ccc(-c2ncc(C(=O)O)c(C)n2)cc1
    -2	19
56: COc1ccnc(N2CCN(c3ccccc3)CC2)c1C#N
    -25	17
57: CCOC(=O)C1CCCN(CC(=O)Nc2nc(-c3ccccc3)cs2)C1 (configuration not stated)
    -19	14
58: Cc1c(C(=O)O)c(-c2ccccc2)nn1-c1ccccc1
    -7	14
59: COc1cc(NC(=O)C2CCCN2C(=O)C2CCC(C)CC2)cc(OC)c1OC (configuration not stated)
    -34	8
60: O=C1CSC(c2cccc(O)c2)N1Cc1ccccc1 (configuration not stated)
    -17	5

The list goes on.
Values run as follows: OX1R antag-2	OX1R antag-1
61: Cc1[nH]c2ccccc2c1CCN(Cc1cccnc1)C(=S)Nc1cccc(F)c1
    1	22
62: CC(=O)NNC(=S)NC(=O)c1ccc(C)cc1
    6	21
63: O=[N+]([O-])c1ccccc1S(=O)(=O)N(CC1CO1)c1ccccc1 (configuration not stated)
    -7	21
64: COc1ccc(S(=O)(=O)N2CCCC2)c2ccccc12
    -3	34
65: COc1ccc(C(=O)N2CCN(Cc3ccccc3[N+](=O)[O-])CC2)cc1
    0	11
66: COc1ccccc1CC(=O)NNC(=O)c1cccs1
    1	13
67: COc1cc(NC(=O)C2CCCN(c3ncnc4c3nc3n4CCCCC3)C2)cc(OC)c1OC (configuration not stated)
    -18	25
68: CCn1c(Cc2ccccc2)nnc1SCC(=O)Nc1ccccc1F
    -10	17
69: Cc1cc(CNC(=O)C(C)Cc2ccccc2)nn1C (configuration not stated)
    -14	16
70: COC(=O)c1ccc(C(=O)OC)c(NC(=O)CN(C)Cc2ccc(Cl)c(Cl)c2)c1
    -35	15
71: O=C(C[C@H]1C/C=C\CC[C@H](Cc2ccc(F)cc2)C(=O)OC[C@H]2CCCN2C1=O)N[C@H](CO)Cc1ccccc1
    -16	3
72: CSc1ccccc1C(=O)Nc1ccc2c(c1)OCCO2
    -20	10
73: C[C@@H]1COC(=O)[C@H](NC(=O)OCC2c3ccccc3-c3ccccc32)C/C=C\C[C@@H](CC(=O)N(CCO)Cc2ccccc2)C(=O)N1
    -30	5
74: Cc1ccc(C)c(OCc2nnc(NC(=O)c3ccco3)s2)c1
    -5	15
75: O=C(NCC(c1ccco1)N1CCN(c2ccccc2F)CC1)c1ccco1 (configuration not stated)
    -26	15
76: CCn1c(Cc2ccc(OC)cc2)nnc1SCC(=O)NC1CCCCC1
    -22	16
77: CC(=O)c1ccc(S(=O)(=O)N2CCN(C(=O)CSc3ccc(F)cc3)CC2)cc1
    -7	17
78: COc1ccc(NC(=O)N(C)C[C@H]2Oc3c(NS(=O)(=O)c4cccs4)cccc3C(=O)N([C@H](C)CO)C[C@@H]2C)cc1
    3	29
79: C=C1c2ccccc2O[C@H](C(=O)OCC)[C@H]1OC
    -11	2
80: O=C(CSc1nccn1-c1cccc(Cl)c1)Nc1ccc2c(c1)OCCO2
    -10	27

Further entries:
Values run as follows: OX1R antag-2	OX1R antag-1
81: CCC(C)C(NS(=O)(=O)c1ccc(C)cc1)C(=O)O (configuration not stated)
    -6	7
82: CCOC(=O)C1=C(O)C(=O)N(c2ccccc2)C1c1cccc([N+](=O)[O-])c1 (configuration not stated)
    -22	11
83: CSc1ccc(N2CCN(CCCNC(=O)Nc3ccccc3F)CC2)cc1
    -30	8
84: CCCCn1c(=N)n(CC(=O)c2ccco2)c2ccccc21
    -19	19
85: Cc1ccc(C(=O)Nc2ccccc2C(=O)N2CC3(C)CC2CC(C)(C)C3)cc1 (configuration not stated)
    -37	38
86: CCCN(CCC)c1ncnc2nc[nH]c12
    -14	5
87: CCOc1ccc2c(CC)cc(=O)oc2c1OCC
    -14	12
88: CC(CC(=O)O)CC(=O)Nc1ccccc1C(=O)O (configuration not stated)
    -10	11
89: O=C(CCCc1ccccc1)NCc1ccc(Cl)cc1
    -13	11
90: CCNc1ccc(C(=O)OCC(=O)NC(=O)NCC(C)C)cc1[N+](=O)[O-]
    -13	24
91: CCC(NC(=O)Cc1c(C)c2cc3c(cc2oc1=O)OC(C)(C)CC3)C(=O)O (configuration not stated)
    -17	4
92: COc1ccc(S(=O)(=O)NCCOc2ccccc2)cc1C
    -15	21
93: CC1=NN(c2ccccc2)C(=O)/C1=C\C=C1/N(C)c2ccccc2C1(C)C
    42*	24
94: COC(=O)c1cc(C(=O)c2ccc(C(C)(C)C)cc2)c[nH]1
    -3	12
95: CCCCCC(=O)Nc1cccc(C2=NOC3(C2)C[C@@H](C(N)=O)N(C(=O)CC(c2ccccc2)c2ccccc2)C3)c1 (some centres not stated)
    0	16
96: Cc1nnc(NC(=O)c2csc3c2CCCC3)s1
    -34	41
97: Cn1nnc(NC(=O)c2ccc(C(C)(C)C)cc2)n1
    -11	12
98: CCOC(=O)c1nnn(-c2nonc2-n2cccc2)c1-c1cccc([N+](=O)[O-])c1
    -20	10
99: CC(=O)c1ccc(NC(=O)Nc2ccc(Br)cc2C)cc1
    -15	35
100: COc1cc(C(=O)NNC(=O)CN2C(=O)NC(C)(c3ccc(C)cc3)C2=O)cc(OC)c1OC (configuration not stated)
    -8	5

Continued:
Values run as follows: OX1R antag-2	OX1R antag-1
101: Cc1sc2nc(SCC(=O)N3CCCC3)[nH]c(=O)c2c1C
    -29	18
102: CC(Sc1nc2ccccc2s1)C(=O)Nc1nnc(C(C)C)s1 (configuration not stated)
    -20	4
103: CCC1(CC)C(=O)C2=C3C1[C@H](C(=O)OC)CC(C(=O)OC)C[C@H]3n1c(=O)n(C)c(=O)n1[C@H]2C (some centres not stated)
    -5	15
104: CCN(CC)c1ccc(/C=N/Nc2nc(C)cc(=O)[nH]2)cc1
    -16	14
105: CC(C)OC(=O)C1C(=O)CC(C)(O)C(C(=O)OC(C)C)C1c1cccnc1 (configuration not stated)
    -10	-2
106: CCCc1cc(=O)[nH]c(SCc2cccnc2)n1
    -14	24
107: O=C(NCCc1ccc(Cl)cc1)c1ccc(=O)[nH]c1
    -16	3
108: Cc1ccc(N2C(=O)C3C4C=CC(C4)C3C2=O)cc1 (configuration not stated)
    -10	12
109: CC(C)c1ccc(N(CC(=O)NC(C)(C)C)C(=O)CCC(=O)Nc2nccs2)cc1
    -28	1
110: O=C(c1ccccc1)N1CCN(Cc2c[nH]c3ccccc23)CC1
    -14	11
111: CC(Oc1ccc2c3c(c(=O)oc2c1)CCC3)C(=O)NCCCn1ccnc1 (configuration not stated)
    -2	20
112: CC(=O)c1ccc(NC(=O)c2cccs2)cc1
    -7	34
113: O=C(COc1cccc2ccccc12)Nc1nc2ccccc2[nH]1
    -9	39

Screening data deposited in PubChem BioAssay by The Scripps Research Institute Molecular Screening Center.
